High-throughput results as filed in PubChem.
15-hLO inh = 15-hLO (ALOX15) enzyme inhibition | P16050 | purified 15hLO-1, xylenol orange hydroperoxide absorbance | Potency, µM (series often up to 57.1 µM), inactives show at the highest dose activity change, negative = inhibition, most hits filed as inhibitors | 1.4% of 74,000 active | AID 887; also: potency is read from the fitted curve at half-maximal effect; % is scaled to controls: 0 for no effect and ±100 for the full control effect; nearly all actives have a fitted effect of over 55% in size
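Compounds were preincubated 15 min at room temperature with 40 nM purified human enzyme (25 mM Hepes pH 7.5, 0.01% Triton X-100); 50 uM arachidonic acid reacted 6 min. Fe-xylenol orange detection, 30 min, absorbance ratio 573/405 nm.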
Hsp90 Hop PPI = changes Hsp90-Hop TPR2A binding signal, up or down; Potency, µM (highest dose often 57 µM), for inactives: top-dose activity change, negative = inhibition; AlphaScreen TPR2A-His6 binding biotin-Hsp90 C-terminal peptide; 0.44% of 71,000 active; active = well fitted curve in either direction with a large enough effect; inconclusive = small, poorly fitted or top-dose-only effect, or another doubt; also: potency is read from the fitted curve at half-maximal effect; % is scaled to controls: 0 for no effect and ±100 for the full control effect; many of its hits are not listed in these tables
HADH2 inhib = inhibitors of human HADH2 dehydrogenase; Q99714; recombinant HADH2, NADH fluorescence, beta-hydroxybutyryl-CoA; Potency, µM (series often up to 57.1 µM), inactives show at the highest dose activity change, negative = inhibition, hits mostly inhibitors; 3.4% of 73,000 active; AID 886; also: potency is read from the fitted curve at half-maximal effect; % is scaled to controls: 0 for no effect and ±100 for the full control effect; nearly all actives have a fitted effect of over 60% in size; many of its hits are not listed in these tables
Target sequence (Q99714 whole entry, looked up, one chain of several): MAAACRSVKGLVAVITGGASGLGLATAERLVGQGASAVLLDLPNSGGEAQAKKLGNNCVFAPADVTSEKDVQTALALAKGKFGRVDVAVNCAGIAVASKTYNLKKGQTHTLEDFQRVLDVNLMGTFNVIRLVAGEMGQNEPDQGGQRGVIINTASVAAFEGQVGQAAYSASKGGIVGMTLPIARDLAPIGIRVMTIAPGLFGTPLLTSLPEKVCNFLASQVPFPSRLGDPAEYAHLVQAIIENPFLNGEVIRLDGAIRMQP
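Activity measured as NADH fluorescence gain (360/450 nm), taken as the change between first and last reads of a 4-min kinetic run. Conditions: pH 9.0 Tris buffer, 20 nM E. coli-expressed His-tagged enzyme, 1 mM NAD+, 90 uM beta-hydroxybutyryl-CoA; 15-min compound preincubation.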
Luciferase inh = inhibitors of firefly luciferase; P08659; purified firefly luciferase, luminescence, 8 min; Potency, µM (series often up to 57.1 µM), for inactives: at the top dose activity change, negative = inhibition, hits mostly inhibitors; 2.2% of 72,000 active; also: potency is read from the fitted curve at half-maximal effect; % is scaled to controls: 0 for no effect and ±100 for the full control effect; nearly all actives have a fitted effect of over 40% in size
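Luminescence read-out after 8 min at room temperature; enzyme reaction used luciferin plus 10 uM ATP (linear range) in imidazole buffer pH 7.2 with KCl, MgCl2, Tween 20 and BSA. Each sample was run as a titration.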
DNA Pol III inh = DNA polymerase III holoenzyme inhibition. 0.25% of 71,000 active. reconstituted DNA polymerase III holoenzyme replication, biochemical. AID 603. Potency, µM (series often up to 57.1 µM), for the others: at the top dose activity change, negative = inhibition; also: potency is read from the fitted curve at half-maximal effect; % is scaled to controls: 0 for no effect and ±100 for the full control effect
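Reconstituted *E. coli* holoenzyme (0.35 nM Pol III, 1 nM beta, 154 nM SSB, 2 nM primase) was preincubated with compound for 15 min at RT. Synthesis on 1.4 nM ssM13Gori ran 35 min, then was stopped with PicoGreen/EDTA and read as dsDNA fluorescence.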
TexasRed autofl = compound fluoresces in the Texas Red spectral region. Compound fluorescence, Texas Red channel, 547/618 nm; active compounds read high. max dye-equivalent concentration, M. 0.06% of 59,000 active. AID 587; in the data active = max dye-equivalent concentration above about 10 nM; inconclusive = between about 1.1 nM and that limit
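Pin-transferred compounds and Texas Red standards go into 100 mM Tris buffer, pH 8.0. After 15 min at room temperature, plates are imaged with 547/618 nm filters. Each value is a dye-equivalent concentration derived from the per-plate dye curve.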
Tau filament bind = tau filament binding; 2% of 71,000 active; recombinant tau filaments, thioflavin S fluorescence, 15 h; filaments grown with octadecylsulfate alongside compound; Potency, µM (highest dose often 57.1 µM), for inactives: top-dose activity change, negative = inhibition;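 also: potency is read from the fitted curve at half-maximal effect; % is scaled to controls: 0 for no effect and ±100 for the full control effect; actives lower thioflavin S fluorescence by blocking filaments or displacing dye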
Target sequence (P10636 whole entry, looked up): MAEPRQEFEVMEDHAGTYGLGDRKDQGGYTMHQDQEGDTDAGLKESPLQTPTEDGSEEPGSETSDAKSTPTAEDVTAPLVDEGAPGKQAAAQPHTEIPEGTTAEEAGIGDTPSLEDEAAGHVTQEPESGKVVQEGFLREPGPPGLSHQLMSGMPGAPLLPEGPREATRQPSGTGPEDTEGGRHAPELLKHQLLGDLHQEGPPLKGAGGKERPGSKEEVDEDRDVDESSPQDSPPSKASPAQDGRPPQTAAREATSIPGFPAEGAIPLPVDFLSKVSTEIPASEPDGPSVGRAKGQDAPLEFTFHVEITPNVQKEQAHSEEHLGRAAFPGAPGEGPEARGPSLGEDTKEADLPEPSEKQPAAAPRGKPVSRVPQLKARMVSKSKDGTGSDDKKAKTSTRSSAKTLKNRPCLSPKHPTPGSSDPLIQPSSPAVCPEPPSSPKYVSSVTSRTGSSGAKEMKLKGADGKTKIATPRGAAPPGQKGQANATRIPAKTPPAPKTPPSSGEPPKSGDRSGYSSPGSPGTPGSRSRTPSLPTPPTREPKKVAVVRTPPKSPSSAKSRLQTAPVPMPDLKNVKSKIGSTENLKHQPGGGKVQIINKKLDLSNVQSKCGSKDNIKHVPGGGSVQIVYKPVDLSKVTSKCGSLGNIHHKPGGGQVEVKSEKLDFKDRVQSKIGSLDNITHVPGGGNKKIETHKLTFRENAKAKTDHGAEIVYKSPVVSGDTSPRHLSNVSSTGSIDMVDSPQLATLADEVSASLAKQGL
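Tau 2 uM in ThS buffer dispensed; compound added; 60 uM ODS added (finals 1 uM tau, 30 uM ODS); 15 h 37 C; fluor ex450/em510.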
ERK AVP inh = blocks ERK signaling stimulated by vasopressin; HEK293-V1b, vasopressin-stimulated pERK AlphaScreen; Potency, µM (top dose mostly 57.5 µM), for the others: at the top dose activity, negative = inhibition, actives largely listed as inhibitors; 0.99% of 72,000 active; also: potency is read from the fitted curve at half-maximal effect; % is scaled to controls: 0 for no effect and ±100 for the full control effect; nearly all actives have a fitted effect of over 55% in size
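Overnight-seeded V1b-HEK293 cells in 1% FBS got compound, then vasopressin (25 nM final, 5 min, 37C), then lysis buffer. AlphaScreen detection of phospho-ERK; activity normalized to basal and full-stimulation controls.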
HBB splice mod = modulators of hemoglobin beta chain splicing. 0.06% of 65,000 active. Potency, µM (highest dose often 46.1 µM), for the others: at the highest dose activation, most hits filed as activators. HBB splicing reporter cell assay, activation; EGFP reporter with mutant IVS2-654 intron; response scale: normalised to 500 nM splice-correcting PNA. AID 925; also: potency is read from the fitted curve at half-maximal effect; 0% is about no effect
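HeLa cells stably expressing EGFP interrupted by mutant beta-globin intron 2 (IVS2-654), 500/well in 2% FCS. Treated with compound for 2 days at 37C. Splicing correction scored as total well GFP intensity (488 nm excitation, 500-520 nm emission); 500 nM antisense PNA served as control.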
Rhodamine autofl = rhodamine region autofluorescence | Rhodamine-region fluorescence, 547/598 nm, Tris buffer; active compounds read high | max dye-equivalent concentration, M | 0.05% of 59,000 active; in the data active = max dye-equivalent concentration above about 11 nM; inconclusive = between about 1.1 nM and that limit
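qHTS spectral profiling of compounds without any target or enzyme present, in pH 8.0 Tris buffer; plates were read after a 15-minute room-temperature incubation using the rhodamine-region filter set.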
CRE-bla Fsk = modulators of forskolin-stimulated CRE signaling in CHO cells. CHO CRE-bla reporter (cAMP response element driving beta-lactamase), forskolin EC10, beta-lactamase ratio. Potency, µM (top dose mostly 38.2 µM), for the others: at the top dose activity change, negative = inhibition, actives largely listed as activators. 2.5% of 71,000 active; active = well fitted activation curve with a large enough effect in the signal ratio, with a control signal flat, not every such curve was filed as active; inconclusive = small, poorly fitted or top-dose-only effect, or effect the other way, or a change in a side signal; the % refers to the signal ratio; also: potency is read from the fitted curve at half-maximal effect; % of control where 0% means no effect
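CHO CRE-bla cells, overnight plating in Opti-MEM with 0.5% dialyzed FBS; cpd titration + EC10 NKH 477, 3 h 37 °C; CCF4 2 h RT; ex 405/em 460 vs 530 ratio → %Activity, AC50.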
An asterisk follows results filed as active; i = inactive; u = inconclusive; x = no result given; & = joins results of further samples; [ ] = dose if it differs, or a comment. Unless noted, calls follow the shape of the dose curve; as a rule, active = well fitted curve in the direction sought with a large enough effect; inconclusive = small, poorly fitted or top-dose-only effect, or another doubt; inactive = no such curve, though single readings can be large; an effect the other way counts as inactive or inconclusive.

1. COc1cc2nc(COc3ccc(C#N)cc3)n(CC#N)c(=O)c2cc1OC
2. CN(C)c1cccc(C(=O)NC2CCCCCC2)c1
3. COC(=O)C1=C(N)Oc2cc(C)n(CCN3CCOCC3)c(=O)c2C1c1cccnc1 (stereo not given)
4. CC1CCCN(S(=O)(=O)c2ccc(C(=O)Nc3nnc(-c4ccccc4Cl)o3)cc2)C1 (stereo not given)
5. COCCn1c(=O)cnc2cnc(Nc3cccc(OC)c3)nc21
6. CCCCC[C@H](O)C=C[C@H]1[C@H](O)CC(=O)[C@H]1CCCCCCC(=O)O
compound no.	1	2	3	4	5	6
15-hLO inh	-7%	-26%	3%	40%[activator]	-8%	3%[25.6 µM]
Hsp90 Hop PPI	-2%	-11%	-1%	-1%	-2%	u
HADH2 inhib	2%	u	-3%	-2%	-6%	3%
Luciferase inh	6%	-22%	1%	1%	0%[11.4 µM]	-3%
DNA Pol III inh	-3%	-5%	-1%	-1%	-9%	3%
TexasRed autofl	i	i	u	i	i	x
Tau filament bind	18%	-22%	5%	-9%	-15%	u
ERK AVP inh	-16%	-13%	-3%	18%	-6%	u
HBB splice mod	-1.7%	-0.4%	-0.6%[57.5 µM]	-0.5%	3.5%	x
Rhodamine autofl	i	i	i	i	i	x
CRE-bla Fsk	u	-3%	1%	-2%	u	u

7. NC(=O)COc1c(-c2ccccc2)oc2ccccc2c1=O
8. Cc1cc(NC(=O)CCC(=O)N(c2ccc(F)cc2)C2(C(=O)NC3CCCCC3)CCCC2)no1
9. O=C(Nc1cnn(Cc2ccc(F)cc2)c1)c1cc(-c2ccc(Br)cc2)on1
10. CN(c1ccccc1C(=O)Nc1ccc(S(=O)(=O)N2CCCCC2)cc1)S(C)(=O)=O
11. N=c1n(CCO)c2ccccc2n1CCOc1ccc(Cl)cc1Cl
12. CC(=O)C(C)Oc1ccc2c3c(c(=O)oc2c1)CCCCC3 (stereo not given)
compound no.	7	8	9	10	11	12
15-hLO inh	2%	-4%	-15%	2%	-4%	-3%
Hsp90 Hop PPI	-4%	0%	-3%	-2%	-3%[2.3 µM]	2%
HADH2 inhib	6%	8%	15%	3%	1%	20µM*
Luciferase inh	4%	3%	0%	0%	0%	-30%
DNA Pol III inh	-5%	2%	5%	-3%	-7%	-4%
TexasRed autofl	i	i	x	i	x	i
Tau filament bind	-22%	1%	82%	-8%	229%	2%
ERK AVP inh	-20%	17%	x	-3%	u	-8%
HBB splice mod	-0.8%	-4.3%	-0.6%	-1.5%	-1.8%	-2.7%
Rhodamine autofl	i	i	x	i	x	i
CRE-bla Fsk	u	-4%	-11%	-4%	-16%	u

13. Cc1cc(C)nc(NC2=NCCN2C(=O)Nc2ccc(Cl)c(Cl)c2)n1
14. O=C(NCC(c1cccnc1)N1CCN(c2ccccc2)CC1)C1CCCCC1 (stereo not given)
15. COC(=O)c1cc(/C=C/c2ccccc2)on1
16. c1csc(CNc2ncncc2-c2ccoc2)c1
17. O=C(O)CC(c1ccc(Cl)cc1)n1cccc1 (stereo not given)
18. C[N+](C)(C)CCN(Cc1cccs1)c1ccccn1
compound no.	13	14	15	16	17	18
15-hLO inh	-3%	8%	-4%	5%	7%	-12%[11.4 µM]
Hsp90 Hop PPI	-2%	0%	6%	-1%	-3%	-4%[11 µM]
HADH2 inhib	9%	5%	12%	-5%	0%	-9%[11.4 µM]
Luciferase inh	2%	1%	-12%	-1%[2.29 µM]	2%	4%[11.4 µM]
DNA Pol III inh	-11%	-5%	-1%	-4%	-5%	-15%[11.4 µM]
TexasRed autofl	i	i	u	i	u	i
Tau filament bind	-1%	1%	-7%	7%	-1%	1%[11.4 µM]
ERK AVP inh	5%	14%	2%	-23%	13%	-3%[11.5 µM]
HBB splice mod	0.2%	-2.2%	1.3%	0.3%	-0.2%	-0.1%[9.22 µM]
Rhodamine autofl	i	i	i	i	i	i
CRE-bla Fsk	-14%	-27%	4%	-8%	-4%	1%[7.6 µM]

19. COC(=O)Nc1nnc(-c2ccccc2Cl)s1
20. COC(=O)C1=C(C)N(CC2CCCO2)C(=O)C1 (stereo not given)
21. CCCC(c1nnnn1CC(=O)OCC)N(Cc1cc2ccc(C)cc2[nH]c1=O)C1CCCC1 (stereo not given)
22. COc1cccc(-n2c(Cc3cc(=O)[nH]c(=O)[nH]3)nnc2SCC(=O)N2CCCC2)c1
23. COCCn1c(=N)c(C(=O)NCc2ccco2)cc2c(=O)n3ccccc3nc21
24. O=c1n(-c2ccccc2)c(=O)n2n1CCC2
compound no.	19	20	21	22	23	24
15-hLO inh	2%	0%	-15%	-4%	-12%	-1%
Hsp90 Hop PPI	-4%	1%	-4%	-1%	-3%	3%
HADH2 inhib	32µM*	-4%	7%	2%	-13%	6%
Luciferase inh	u	0%	-32%	6%	6%	0%
DNA Pol III inh	-1%	-5%	3%	-2%	-8%	-1%
TexasRed autofl	i	x	u	i	i	i
Tau filament bind	6%	9%	9%	-7%	95%	8%
ERK AVP inh	-5%	-11%	11%	-14%	-21%	-4%
HBB splice mod	0.8%[0.369 µM]	1.2%	-5.2%	-0.5%	0.8%[0.369 µM]	-0.8%
Rhodamine autofl	i	x	i	i	i	i
CRE-bla Fsk	u	0%	-21%	u	u	-5%

Entries 19 through 21, quoted:
19. COC(=O)Nc1nnc(-c2ccccc2Cl)s1
20. COC(=O)C1=C(C)N(CC2CCCO2)C(=O)C1 (stereo not given)
21. CCCC(c1nnnn1CC(=O)OCC)N(Cc1cc2ccc(C)cc2[nH]c1=O)C1CCCC1 (stereo not given)
compound no.	19	20	21
15-hLO inh	2%	0%	-15%
Hsp90 Hop PPI	-4%	1%	-4%
HADH2 inhib	32µM*	-4%	7%
Luciferase inh	u	0%	-32%
DNA Pol III inh	-1%	-5%	3%
TexasRed autofl	i	x	u
Tau filament bind	6%	9%	9%
ERK AVP inh	-5%	-11%	11%
HBB splice mod	0.8%[0.369 µM]	1.2%	-5.2%
Rhodamine autofl	i	x	i
CRE-bla Fsk	u	0%	-21%

New compounds follow
25. O=C(O)CCC(=O)c1ccc2c(c1)OCCO2
26. COCCCNC(=O)c1ccc(N2CCCC2)c(NS(=O)(=O)c2ccc(C)cc2)c1
27. Cn1nnc2cc(NC(=O)N3CCN(c4ccccn4)CC3)ccc21
28. CC(=O)Nc1sc2c(c1C(=O)N1CCOCC1)CCCCC2
29. CCOC(=O)C(C)C1(O)c2ccccc2-c2ncccc21 (stereo not given)
30. CC(NC(=O)Cc1ccsc1)c1ccc(S(N)(=O)=O)cc1 (stereo not given)
compound no.	25	26	27	28	29	30
15-hLO inh	7%	u	3%	4%	-2%	-4%
Hsp90 Hop PPI	1%	-4%	-8%	-8%	-2%	-6%
HADH2 inhib	-7%	4%	3%	5%	-1%	-2%
Luciferase inh	-6%	-3%	1%	5%	2%	1%
DNA Pol III inh	-6%	1%	-2%	-6%	-7%	-1%
TexasRed autofl	x	u	i	i	i	i
Tau filament bind	-6%	5%	1%	11%	9%	-4%
ERK AVP inh	x	-3%	-5%	-14%	4%	10%
HBB splice mod	0.5%	1.5%[57.5 µM]	-0.2%	-0.2%	-0.2%[57.5 µM]	-0.3%[57.5 µM]
Rhodamine autofl	x	i	i	i	i	i
CRE-bla Fsk	-2%	u	u	-11%	-3%	8%

31. C=CCC(=O)OCC(=O)Nc1ccc(Oc2ccccc2)cc1
32. Cc1c(Cl)cccc1N(CC(=O)N1CCCCCC1)S(C)(=O)=O
33. CCC(C)(C)NC(=O)C1CCN(c2nc(C)cc(C)n2)CC1
34. Cc1ccccc1C
35. Nc1cc(-c2nn[nH]n2)ccc1F
36. Cc1cccc(OCc2nc(C#N)c(NCCN(C)C)o2)c1
compound no.	31	32	33	34	35	36
15-hLO inh	5%	4%	-5%	3%&-10%	-3%	3%
Hsp90 Hop PPI	-1%	-2%	-5%	-4%&-3%	-6%	-5%
HADH2 inhib	5%	0%	4%	0%&0%	u	9%
Luciferase inh	0%	1%	0%	x	-2%	0%
DNA Pol III inh	-2%	-7%	0%	-4%&-4%	-8%	5%
TexasRed autofl	i	i	i	x	u	x
Tau filament bind	-3%	-1%	2%	-10%&-14%	0%	-19%
ERK AVP inh	8%	4%	2%	18%&11%	-14%	-9%
HBB splice mod	-2.1%	x	1.0%	1.2%&0.5%	0.5%	0.8%
Rhodamine autofl	i	i	i	x	i	x
CRE-bla Fsk	-3%	4%	1%	-2%&7%	u	1%

The list is partial, so the mix of outcomes need not match the whole.
